KCNH2 3.1 inh – KCNH2 3.1 (human) potassium channel inhibition; U2OS KCNH2 3.1, thallium flux FluxOr; stronger effect = lower value; activity change, % (tested at about 1.8 µM); 0.95% of 340,000 active;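 active means maximum activity change below -70%; inconclusive means maximum activity change from -70% to -50%; inactive means maximum activity change above -50%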;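 further: thallium influx rate constant from kinetic fluorescence after stimulation buffer; on the % scale 0 is the no-effect control and ±100 the full control effect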
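Thallium flux via FluxOr fluorescence (Red40 quencher, 45 min loading) in U2OS cells virally expressing the KCNH2 3.1 isoform (1.77 x 10^8 /mL virus, overnight at 37 C). Rate constants from 2-min kinetic reads post-stimulation, normalised to positive and negative controls.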
hERG WT inh – KCNH2 (human, wildtype) channel inhibition; U2OS, BacMam KCNH2, thallium flux FluxOr; stronger effect = lower value; Q12809; 0.37% of 340,000 active; AID 720551; activity change, % at 1.84 µM;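 active means maximum activity change below -70%; inconclusive means maximum activity change between -70% and -50%; inactive means maximum activity change above -50%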; further: on the % scale 0 is the no-effect control and ±100 the full control effect
Target sequence (Q12809 whole entry, looked up): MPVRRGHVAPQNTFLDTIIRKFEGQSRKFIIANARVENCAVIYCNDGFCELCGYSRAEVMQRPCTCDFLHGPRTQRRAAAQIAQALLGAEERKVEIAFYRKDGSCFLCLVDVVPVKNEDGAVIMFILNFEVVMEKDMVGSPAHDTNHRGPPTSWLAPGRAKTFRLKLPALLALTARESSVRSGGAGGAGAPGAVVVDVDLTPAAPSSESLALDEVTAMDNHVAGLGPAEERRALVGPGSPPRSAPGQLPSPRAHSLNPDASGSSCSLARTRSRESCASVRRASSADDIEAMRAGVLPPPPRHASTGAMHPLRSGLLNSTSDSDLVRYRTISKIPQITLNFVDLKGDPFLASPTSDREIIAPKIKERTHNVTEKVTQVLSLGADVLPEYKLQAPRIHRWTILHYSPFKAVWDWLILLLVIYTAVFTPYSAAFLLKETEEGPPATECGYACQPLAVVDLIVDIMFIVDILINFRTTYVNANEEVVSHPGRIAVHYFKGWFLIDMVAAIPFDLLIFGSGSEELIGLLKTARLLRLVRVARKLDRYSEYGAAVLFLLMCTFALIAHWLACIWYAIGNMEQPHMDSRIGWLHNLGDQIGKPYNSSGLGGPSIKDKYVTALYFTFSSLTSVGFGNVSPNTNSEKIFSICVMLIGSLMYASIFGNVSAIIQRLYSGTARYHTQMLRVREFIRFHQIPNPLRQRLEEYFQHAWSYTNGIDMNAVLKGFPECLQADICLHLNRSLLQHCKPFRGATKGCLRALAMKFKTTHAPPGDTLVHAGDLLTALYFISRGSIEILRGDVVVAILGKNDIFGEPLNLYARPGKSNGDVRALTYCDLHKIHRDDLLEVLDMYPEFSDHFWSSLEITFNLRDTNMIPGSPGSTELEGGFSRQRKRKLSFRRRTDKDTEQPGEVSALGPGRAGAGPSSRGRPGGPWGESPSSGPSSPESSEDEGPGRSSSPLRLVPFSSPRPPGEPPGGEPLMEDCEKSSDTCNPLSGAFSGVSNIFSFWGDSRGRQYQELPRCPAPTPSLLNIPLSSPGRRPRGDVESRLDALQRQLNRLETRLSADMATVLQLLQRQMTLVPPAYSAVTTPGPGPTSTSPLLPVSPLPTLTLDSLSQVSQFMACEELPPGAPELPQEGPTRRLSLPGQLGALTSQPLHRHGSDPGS
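U2OS cells were transduced with wild-type KCNH2 virus (2.03 x 10^8 / mL) for 4 h at room temperature, then cultured overnight at 37 C. Thallium flux was read with FluxOr dye. Rate constants were normalized to DMSO controls.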
A-T KAP1 phos – potential ataxia-telangiectasia treatment; […] A-T fibroblasts, KAP-1 phosphorylation AlphaLISA; neocarzinostatin DNA damage 30 min before lysis; Potency, µM (series often up to 57.5 µM), for the others: at the highest dose activation, hits mostly activators; 0.19% of 320,000 active; AID 485349; further: potency means the concentration at half of the fitted maximal effect; % of control where 0% means no effect; nearly all actives have a fitted effect of over 45% in size
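ATM-like activity read as KAP-1 phosphorylation via AlphaLISA donor/acceptor antibody pairs after lysis and 6 hr at 25C. Cells were ATM-null patient fibroblasts ([…], hTERT), dosed 60 min, then exposed to the DSB inducer NCS for 30 min.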
TSHR antag – blocks TSH signaling through the human TSH receptor. TSHR-expressing cells, TSH-stimulated cAMP HTRF, 2 h; stronger effect = lower value. P16473. activity change, negative = inhibition, % at 11.5 µM. 0.2% of 330,000 active;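 active means activity change below a set negative limit, meaning inhibition stronger than a set level, cut at about -70% in these data; inconclusive means activity change between two set negative limits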; further: on the % scale 0 is the no-effect control and ±100 the full control effect
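Cell-based HTRF cAMP assay; TSHR cells + compound, TSH EC80 (4nM final), 2 h, 37 deg C. Lysis with anti-cAMP cryptate and cAMP-d2, 30 min RT, read 665/620 nm.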
Eya2 inh – Eya2 (human) phosphatase inhibition; O00167; recombinant Eya2, OMFP fluorescence dephosphorylation (OMFP is methylfluorescein phosphate); Potency, µM (top dose mostly 76.9 µM), for the others: top-dose activity, negative = inhibition, most hits filed as inhibitors; 0.006% of 330,000 active; AID 488837; further: potency means the concentration at half of the fitted maximal effect; on the % scale 0 is the no-effect control and ±100 the full control effect
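Eya2 protein (added as 0.2 uM solution) was preincubated with compound for 10 min at ambient temperature in 50 mM HEPES pH 7.5, 50 mM NaCl, 5 uM MgCl2, 0.05% BSA, 1 mM DTT. OMFP (added at 50 uM) then reacted 10 min; fluorescence read at 485/525 nm.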
TCR act – activates T cell receptor signaling | primary human leukocytes, anti-CD3, IL-2 HTRF, 48 h | 330,000 tested, under 10 active | Potency, µM (highest dose often 9.22 µM), inactives show at the highest dose activation of IL-2 secretion, usual class: activators; further: % of control where 0% means no effect
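Activity was scored as IL-2 release from primary human leukocytes given only a TCR signal (a-CD3 beads) plus compound for 48 hr. Detection used a two-antibody HTRF format read at 665nm.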
ELG1 DNA repair – ELG1-dependent DNA repair inhibition | Potency, µM (top dose mostly 46.1 µM), for the others: at the highest dose activity change, negative = inhibition, actives largely listed as inhibitors | 2.3% of 330,000 active | HEK293T ELG1-luciferase reporter, luminescence, 16 h; DNA damage induced by 5-fluorouridine; further: potency means the concentration at half of the fitted maximal effect; on the % scale 0 is the no-effect control and ±100 the full control effect; nearly all actives have a fitted effect of over 55% in size
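Step one: seed 2,000 cells per well. Step two: pin-transfer compound or DMSO alongside 5-fluorouridine. Step three: incubate 16 hr, 37 °C, 5% CO2. Step four: add ONE-Glo, wait 30 min, read luminescence.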
TRPV1 agonist – activates the human vanilloid receptor TRPV1; Q8NER1; TRPV1-expressing cells, Fluo-8 calcium influx, agonist mode; activation, % at 8.33 µM; 0.19% of 320,000 active; AID 540275; in the data active means activation above about 80%; inconclusive means between about 30% and that limit; further: 0% is about no effect
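TRPV1-expressing cells were cultured overnight at 35.5C and loaded with Fluo-8 calcium dye for 40 to 90 min at room temperature. After a 10 s baseline, compound was added and calcium influx was read kinetically for 3 min (ex 480/em 520 nm).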
Mito fusion act – inhibitors of mitochondrial division or activators of mitochondrial fusion; S. cerevisiae fusion-defective mutant growth rescue, CellTiterGlo 48 h; Potency, µM (titrated, usually from 46.1 µM), without a hit: at the top dose growth rescue (activation), actives largely listed as activators; 0.23% of 320,000 active; AID 485298;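 further: potency means the concentration at half of the fitted maximal effect; % of control where 0% means no effect; nearly all actives have a fitted effect of over 45% in size; temperature-sensitive fusion mutants such as fzo1-1 at 37 °C on non-fermentable ethanol glycerol medium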
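S. cerevisiae fusion-defective temperature-sensitive mutants (e.g. fzo1-1, mgm1-5) grown 48 h at 37C in YPEG (ethanol/glycerol non-fermentable) medium with 23 nl compound per well; growth rescue read as CellTiterGlo luminescence.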
USP2a inh – USP2a (human) protease inhibition; Potency, µM (highest dose often 38.3 µM), for the others: top-dose activity change, negative = inhibition, usual class: inhibitors; O75604; 0.01% of 330,000 active; USP2 core, Ub-CHOP2 coupled fluorogenic reporter, 485/531;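 further: potency means the concentration at half of the fitted maximal effect; plate controls were DMSO wells for no effect and full inhibition by NEM control for full effect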
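Deubiquitinase activity read as fluorescence (485/531 nm) after Ub-CHOP2 cleavage activates the enterokinase reporter on its substrate; USP2 core 10nM, Ub-CHOP2 and substrate 25nM each, 30min compound preincubation then 60min RT; data normalized to NEM, curves fitted.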
An asterisk follows results filed as active; ? = inconclusive; . = not tested or not shown; [ ] = another dose, or the depositor's remark. Unless noted, the call rests on the fitted dose curve; in most records, active means well fitted curve in the direction sought with a large enough effect; inconclusive means small, poorly fitted or top-dose-only effect, or another doubt; inactive means no such curve, though single readings can be large; an effect the other way counts as inactive or inconclusive. An excerpt; rates above refer to the full screens.

Start of the data: the first two entries (preview)
1	Nc1cc(N)nc(SCC(=O)NCC2CCCO2)n1 (configuration not stated)
2	CCC(=O)c1ccc(OCC(=O)N(Cc2nnc(-c3ccccc3Cl)o2)C2CC2)cc1

Assay by compound,1,2
KCNH2 3.1 inh,-5.0,-0.4
hERG WT inh,1.8,-1.2
A-T KAP1 phos,-1.5%,-2.4%
TSHR antag,0.1,0.0
Eya2 inh,-21.7%,-1.0%
TCR act,1.9%,-6.9%
ELG1 DNA repair,13.8%,?
TRPV1 agonist,-3.4,28.0
Mito fusion act,-5.1%,15.4%
USP2a inh,1.0%,0.0%

Results (from the top)
1	Nc1cc(N)nc(SCC(=O)NCC2CCCO2)n1 (configuration not stated)
2	CCC(=O)c1ccc(OCC(=O)N(Cc2nnc(-c3ccccc3Cl)o2)C2CC2)cc1
3	Cc1noc(C)c1S(=O)(=O)NCC(=O)O
4	CSC1=NCCN1C(=O)c1cccc(C(F)(F)F)c1
5	CNC(=O)c1c(NC(=O)CCS(=O)(=O)c2ccc(Cl)cc2)sc2c1CCN(C(=O)OC)C2
6	CCOC(=O)c1ccccc1NC(=O)c1cn(CC)c2nc(C)ccc2c1=O
7	COc1cccc(C(=O)COc2ccccc2N2C(=O)C3C4C=CC(C4)C3C2=O)c1 (configuration not stated)
8	CC1=C(Nc2ccc(C(=O)O)cc2)C(=O)c2ccccc2C1=O

Assay by compound,1,2,3,4,5,6,7,8
KCNH2 3.1 inh,-5.0,-0.4,-8.0,0.8,-2.5,-3.2,21.0,10.2
hERG WT inh,1.8,-1.2,5.5,-15.5,14.8,-1.7,14.7,-18.7
A-T KAP1 phos,-1.5%,-2.4%,9.2%,-2.7%,2.3%,18.9%,5.9%,0.6%
TSHR antag,0.1,0.0,5.6,3.5,-5.9,39.9,-20.1,5.0
Eya2 inh,-21.7%,-1.0%,-1.7%,11.3%,23.1%,-8.5%,10.1%,4.6%
TCR act,1.9%,-6.9%,0.9%,2.6%,6.5%,-2.7%,3.0%[46.1 µM],7.1%
ELG1 DNA repair,13.8%,?,1.5%,-1.2%,12.2%,?,0.0%,-2.9%
TRPV1 agonist,-3.4,28.0,1.2,2.5,1.0,-1.4,12.1,-4.8
Mito fusion act,-5.1%,15.4%,-0.7%,0.7%,0.2%,1.0%,9.5%,-21.9%
USP2a inh,1.0%,0.0%,2.7%,0.1%,-1.6%,-1.8%,-0.7%,-4.4%

9	O=C(c1ccc(Cl)cc1)N1CCN(c2ccc(F)cc2)CC1
10	Cc1cc2cc(CCNC(=O)c3c(-c4ccccc4Cl)noc3C)c(=O)[nH]c2cc1C
11	COCCNC(=O)c1ccc(N2CC3CC(C2)c2cccc(=O)n2C3)c(NC(=O)c2ccc(Br)o2)c1 (configuration not stated)
12	CCC1(C)CC(C(N)=S)CCO1 (configuration not stated)
13	COc1ccc2sc(-c3ccc(S(C)(=O)=O)cc3)c(-c3ccc(SC)cc3)c2c1
14	CCOc1ccc(NC(=S)N(CCN2CCOCC2)Cc2cc3cc4c(cc3[nH]c2=O)OCCO4)cc1
15	Cc1nc(N2CCN(S(=O)(=O)c3ccc(Br)cc3)CC2)c2c(C)c(C)sc2n1
16	CCOC(=O)C1=C(COC(=O)CCOc2ccc(C)cc2)NC(=O)NC1C (configuration not stated)

Assay by compound,9,10,11,12,13,14,15,16
KCNH2 3.1 inh,13.6,.,12.7,15.4,11.4,-45.7,14.6,20.6
hERG WT inh,4.7,.,-5.7,2.2,-0.9,-3.4,-32.4,-11.0
A-T KAP1 phos,1.8%,-1.0%,-0.4%,-30.8%,8.6%,-1.8%,2.1%,-6.4%
TSHR antag,-2.6,12.9,-3.9,-3.5,5.6,-12.6,-18.2,5.9
Eya2 inh,2.5%,9.3%,-3.4%,3.0%,1.8%,-2.0%,-9.7%,10.0%
TCR act,2.1%[46.1 µM],.,4.6%,3.9%,5.1%,-0.5%,-1.9%,-10.4%
ELG1 DNA repair,?,13µM*,10.9%,-2.4%,13.4%,?,?,25.9µM*
TRPV1 agonist,?,-2.1,2.6,-0.1,.,8.0,0.3,-0.8
Mito fusion act,-9.2%,-0.2%,4.8%,7.6%,.,-5.9%,4.4%,-9.0%
USP2a inh,2.4%,3.7%,-0.5%,-2.3%,0.7%,3.1%,0.3%,0.0%

17	CC(=O)OC1CCC2(C)C(COc3ccc4ccc(=O)oc4c3)C(C)(O)CCC2C1(C)C (configuration not stated)
18	O=C(CC1CCCCC1)N1CCN(c2ccccn2)CC1
19	COc1ccccc1C(=O)NCC(=O)Nc1cccnc1
20	COC(=O)NNC(=O)c1cccc(C)c1
21	CC(CNC(=O)CN1C(=O)c2cccnc2Oc2ccc(Cl)cc21)c1ccccc1 (configuration not stated)
22	Cc1cccc(NC(NC(=O)Cc2ccccc2)C(Cl)(Cl)Cl)c1 (configuration not stated)
23	Cc1ccc(S(=O)(=O)Oc2ccc(/C=C3\C(=N)N4N=C(S(C)(=O)=O)SC4=NC3=O)cc2)cc1
24	O=C(c1ccc(COc2ccc3ccccc3c2)o1)N1N=C(C(F)F)CC1(O)C(F)F (configuration not stated)

Assay by compound,17,18,19,20,21,22,23,24
KCNH2 3.1 inh,-5.1,2.5,.,-18.7,-4.8,10.8,-115.3*,4.5
hERG WT inh,-0.9,-3.6,.,4.4,-0.8,-10.8,-4.4,-6.1
A-T KAP1 phos,-2.1%,-3.0%,2.3%,14.5%,5.7%,0.1%,-14.7%,11.9%
TSHR antag,-0.5,3.8,1.4,-4.0,0.4,16.8,-16.4,-1.2
Eya2 inh,12.0%,7.9%,5.9%,-26.1%,1.9%,-6.0%,-2.9%,8.2%
TCR act,-26.0%,-6.0%,.,6.1%,13.4%,0.3%[46.1 µM],-7.9%,0.4%
ELG1 DNA repair,-9.8%,12.2%,2.4%,10.7%,-23.3%,-3.4%,-7.0%,16.1%
TRPV1 agonist,-2.9,19.8,0.7,-1.1,0.7,?,-3.2,0.0
Mito fusion act,0.7%,-0.6%,-1.1%,-0.1%,?,13.9%,-3.0%,-2.2%
USP2a inh,-0.7%,1.4%,1.5%,5.0%,-1.3%,2.8%,1.7%,2.6%

25	Cc1sc2ncn(CC(=O)N3CCN(c4ccccn4)CC3)c(=O)c2c1S(=O)(=O)N1CCC(C)CC1
26	COc1ccc(NC(=O)NC(=O)c2ccccc2)cc1
27	O=c1cc(O)c2ccccc2n1Cc1ccccc1Cl
28	CC(Sc1nnc(N)s1)C(=O)c1c(N)n(C)c(=O)n(C)c1=O (configuration not stated)
29	Cc1cc(=O)oc2cc(Oc3ccc(C(N)=O)cc3[N+](=O)[O-])ccc12
30	CCOC(=O)C1CCCN(C(=O)c2cc3ccccc3oc2=O)C1 (configuration not stated)
31	O=C(COC(=O)c1ccccc1Br)NCc1ccccc1
32	COc1cc(SC)ccc1C(=O)Nc1ccc2c(c1)CCN2S(C)(=O)=O

Assay by compound,25,26,27,28,29,30,31,32
KCNH2 3.1 inh,-5.9,17.5,20.7,6.3,15.0,-1.9,8.9,-5.8
hERG WT inh,2.4,0.4,1.7,-6.3,-6.0,-16.5,9.6,1.7
A-T KAP1 phos,0.2%,2.3%,-1.1%,7.3%,1.5%,0.6%,10.7%,-0.1%
TSHR antag,13.9,12.6,5.9,2.3,-11.2,18.4,-1.7,-3.4
Eya2 inh,?,10.6%,10.6%,-33.7%,?,-6.7%,1.5%,6.8%
TCR act,6.2%,-0.6%,-0.4%,1.3%,13.5%,-3.9%,2.0%[46.1 µM],-14.4%
ELG1 DNA repair,?,?,?,19.8%,-1.5%,-11.2%,?,-14.0%
TRPV1 agonist,1.5,-2.3,2.0,-2.0,0.8,-0.6,?,8.8
Mito fusion act,3.5%,-0.3%,7.4%,-2.2%,0.1%,0.0%,3.7%,-1.8%
USP2a inh,4.2%,2.1%,-0.7%,0.6%,1.7%,2.7%,1.3%,-0.8%

33	COc1cc(C2C3=C(CC(C)(C)CC3=O)OC(N)=C2[N+](=O)[O-])ccc1O (configuration not stated)
34	CC(C)CC(=O)C1=C(O)C(=O)N(Cc2ccccc2)C1c1ccccc1 (configuration not stated)
35	COc1cccc(N(CC(=O)NC2CCCCC2)C(=O)Cn2nnc(-c3ccc(C)o3)n2)c1
36	Cc1nn(CCC(=O)NNC(=S)Nc2cccc(Cl)c2)c(C)c1[N+](=O)[O-]

Assay by compound,33,34,35,36
KCNH2 3.1 inh,-6.5,5.1,1.9,16.6
hERG WT inh,-2.4,0.4,-6.8,-0.1
A-T KAP1 phos,0.9%,-3.4%,1.4%,0.5%
TSHR antag,3.0,2.9,-10.8,7.2
Eya2 inh,1.5%,14.1%,-6.6%,7.8%
TCR act,2.3%[46.1 µM],8.4%,3.9%,0.7%[46.1 µM]
ELG1 DNA repair,?,-33.6%,1.2%,22.9%
TRPV1 agonist,0.2,0.0,2.4,0.2
Mito fusion act,-5.1%,1.6%,-5.6%,7.2%
USP2a inh,4.8%,-0.5%,0.4%,0.2%

Source: PubChem BioAssay (National Center for Advancing Translational Sciences (NCATS))
